PV pol inh – inhibitors of poliovirus RNA polymerase binding and polymerization | poliovirus polymerase elongation, fluorescence polarization; active compounds read low | % elongation, % (compound at 16.7 µg/mL) | hit rate 0.66% among 150,000 | AID 588519; in the data active = % elongation below about 90%; note: some results filed as inactive read as strong as hits
Target sequence (P03300 1749-2209 limits assumed): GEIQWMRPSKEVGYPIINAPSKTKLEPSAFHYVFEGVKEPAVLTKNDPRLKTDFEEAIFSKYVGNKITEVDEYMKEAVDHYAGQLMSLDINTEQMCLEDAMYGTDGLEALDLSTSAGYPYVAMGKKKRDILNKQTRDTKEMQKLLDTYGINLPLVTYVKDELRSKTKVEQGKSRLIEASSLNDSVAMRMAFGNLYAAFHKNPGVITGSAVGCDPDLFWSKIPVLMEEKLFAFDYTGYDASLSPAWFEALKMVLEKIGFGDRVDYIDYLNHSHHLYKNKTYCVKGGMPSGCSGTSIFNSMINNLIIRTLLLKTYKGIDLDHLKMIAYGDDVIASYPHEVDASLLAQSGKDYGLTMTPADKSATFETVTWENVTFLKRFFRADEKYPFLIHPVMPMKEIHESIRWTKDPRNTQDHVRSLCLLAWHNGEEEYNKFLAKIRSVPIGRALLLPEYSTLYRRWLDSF
PV pol inh FP z-score – further read-out of PV pol inh, marked with its call; z-score; measured here: FP z-score; hits read low
The depositor's hits bear a star.

structure	PV pol inh	PV pol inh FP z-score
Cc1ccc2nc(-c3cc(NC(=O)/C=C/c4ccccc4)ccc3Cl)oc2c1	103.0	0.1
O=C(Nc1ccc2c(c1)CCCN2C(=O)c1cccs1)c1ccccc1	109.0	0.6
O=C(OC1CCOC1=O)c1ccccc1 (stereo unspecified)	103.0	0.1
CSc1c(C#N)c(=O)[nH]c2sc(C#N)c(N)c12	103.0	-1
COc1ccc(-c2noc(N3CCN(c4ccc(Cl)cc4)CC3)n2)cc1OC	107.0	0.1
Cc1[nH]c(=O)c(C#N)c(C)c1CCC(=O)NC1CCCCCC1	102.0	-0.2
CN(C)c1ccc(/C=C2/SC(N3CCN(CCC#N)CC3)=NC2=O)cc1	107.0	1.6
CCN(C(=O)Cn1c(=O)n(Cc2ccc3c(c2)OCO3)c(=O)c2ccccc21)c1cccc(C)c1	101.0	-0.1
Cc1ccccc1C(=O)N1CCC(C(=O)Nc2ccccc2)CC1	100.0	-0.2
COc1cc(NCCCC(C)N)c2ncccc2c1 (stereo unspecified)	35.0*	-14*
COc1cc(NC(=O)c2cc3cc4ccc(OC)c(Cl)c4nc3s2)cc(OC)c1	106.0	-0.2
CC(C)NC(=O)c1ccccc1NC(=O)CN1C(=O)c2cccc3cccc1c23	99.0	-0.2
COc1ccc(-c2nc3cc(C)ccn3c2NC(=O)c2ccc(F)cc2)cc1	99.0	-1.7
CCN1CCN(c2sc(S(C)(=O)=O)nc2S(=O)(=O)c2ccc(Cl)cc2)CC1	104.0	0.5
Cc1ccc(CNCc2cccn2-c2sc(C)c(C)c2C(=O)O)cc1	108.0	2.9
COc1ccccc1OC(C)C(=O)NN (stereo unspecified)	105.0	0.9
Cc1cc(C(=O)C(C)Sc2n[nH]c(N)n2)c(C)n1-c1ccccc1 (stereo unspecified)	103.0	0.2
N#Cc1c[nH]n2c(NC3CCCCC3)c(-c3ccc(F)cc3)nc12	104.0	-0.7
O=C(CSc1nc(-c2ccc(F)cc2)nc2c1Cc1ccccc1O2)Nc1cccc(C(=O)O)c1	101.0	-1
CCc1ccccc1NC(=O)C1CCC(CNS(=O)(=O)c2ccc3c(c2)CC(C)N3C(C)=O)CC1 (stereo unspecified)	120.0	0.5
O=C(O)c1ccc2c(c1)C(=O)N(c1cccc(Cl)c1)C2=O	104.0	0.5
CCc1cccc(NC(=O)C2CCN(c3nn4c(=O)cc(C)nc4s3)CC2)c1	103.0	-0.1
CCOc1ccc2oc(=O)cc(CN3CCN(C(=O)c4ccc(Cl)cc4)CC3)c2c1	101.0	-1
CC(=O)OC1C(OC(C)=O)N(C(C)=O)C(=O)N1C(C)=O (stereo unspecified)	105.0	0.9
CCOc1ccc(C(=O)N(C)Cc2ccc(OC)cc2OC)cc1	103.0	0.1
OC(COc1ccc2ccccc2c1)Cn1ccnc1 (stereo unspecified)	101.0	-0.6
CCC(=O)N1c2ccccc2CC1C(=O)NCCc1ccc(C)cc1 (stereo unspecified)	102.0	-0.9
O=C(CCn1c(=O)c2ccccc2n(Cc2ccc(Cl)cc2)c1=O)NCc1ccc2c(c1)OCO2	104.0	-0.6
O=C1C(=Cc2ccc(C(F)(F)F)cc2)C(=O)c2ccccc21	102.0	0
CC(=O)OCC(=O)[C@@]1(O)CCC2C3CCC4=CC(=O)C=CC4(C)C3[C@@H](O)C[C@@]21C (stereo partly specified)	101.0	0.2
CCOC(=O)C1CCN(C(=O)CSc2nc3ccccc3o2)CC1	102.0	0
Nc1nc2ccc(Cl)cc2c(-c2ccccc2)c1CN1CCOCC1	105.0	0.3
COc1ccc(C(=O)Nc2cc(C(F)(F)F)ccc2-n2cncn2)cc1	103.0	0.6
Cc1nc2c(c(C)nn2C(C)(C)C)c(C)c1CCC(=O)N(C)Cc1ccccc1	100.0	-0.2
O=S(=O)(c1cccs1)n1ccnc1	101.0	-0.3
S=C(Nc1ccc(Cl)cc1)Nc1ccc(-c2csnn2)cc1	102.0	-0.2
O=C(NC1CCCC1)c1ccc2c(=O)n3nc(Nc4ccccc4)sc3nc2c1	100.0	-0.2
Oc1ccccc1-c1nc(/C=C/c2ccc(F)cc2)no1	106.0	0.2
O=c1[nH]c2nonc2nc1Nc1ccccc1F	104.0	-0.2
CN(C)c1ccc(NC(=O)CCSc2nc(-c3ccco3)cc(C(F)(F)F)n2)cc1	100.0	-0.3
CN(CC1COc2ccccc2O1)c1cc(=O)n2cc(Cl)ccc2n1 (stereo unspecified)	106.0	0.2
CN1c2ccccc2-c2nc(SCC(=O)Nc3ccccc3C(F)(F)F)ncc2S1(=O)=O	105.0	-0.1
COc1ccc(CCNC(=O)CSc2cn(Cc3ccc(F)cc3)c3ccccc23)cc1OC	103.0	0.7
CC(=O)NCCc1nc2ccc(NC(=O)Cn3nc(C)c4ccccc4c3=O)cc2n1C	101.0	0.4
Cn1c(=O)c2c(nc(N3CCN(c4ccccc4)CC3)n2CCSc2nnnn2-c2ccccc2)n(C)c1=O	100.0	-0.3
COc1ccc(C2=C(CC(=O)O)C(=O)CC2)cc1	101.0	-0.3
CCN(C(=O)Cn1c(=O)nc(-c2ccccc2)c2cc(Cl)ccc21)c1cccc(C)c1	110.0	0.8
CCc1ccc(CNC(=O)c2cnc3sc4cc(OC)ccc4n3c2=O)cc1	113.0	0.7
COc1ccc(NC(=O)C(Cc2c[nH]c3ccccc23)NC(=O)OC(C)(C)C)cc1 (stereo unspecified)	106.0	-0.8
O=C(O)CCn1c(=S)n(CCC(=O)O)c2ccccc21	104.0	0.7

Continuation.
structure	PV pol inh	PV pol inh FP z-score
CCC(Oc1ccccc1-c1nnc(-c2ccccc2)o1)C(=O)N1CCCC1 (stereo unspecified)	101.0	0.2
COc1ccccc1CNC(=O)CN1C(=O)COc2ccc(S(=O)(=O)NC3CCCC3)cc21	104.0	-0.4
CCN(CC)c1ccc2cc(C(=O)Nc3ccc(C)cc3)c(=N)oc2c1	98.0	-0.8
Cc1c(C(=O)N(Cc2ccc(N(C)C)cc2)CC2CCCO2)oc2ccc(Cl)cc12 (stereo unspecified)	113.0	1
CC(C)Oc1ccc(CNC(=O)c2ccc3c(c2)nc2n3CCCCC2)cc1	105.0	-0.8
CN(C)CC(C)(C)NS(=O)(=O)c1ccccc1	99.0	-0.3
Nc1nc(N)nc(SCC(=O)N2CCCC2)n1	102.0	-0.1
CCCn1c(Nc2ccccc2)nc2ccccc21	99.0	-0.6
Cc1cc2c(cc3c(SCC(=O)NCc4ccco4)nncn32)o1	98.0	-1.3
N#Cc1c(Nc2ccc(Cl)cc2)n[nH]c1N	97.0	-0.4
Cc1cc(F)ccc1S(=O)(=O)Nc1ccccc1C(=O)N1CCCCC1	106.0	0.7
COc1ccc(NC(=S)NCCCO)c(OC)c1	101.0	0.2
COCCNS(=O)(=O)c1c[nH]c(C(=O)OC)c1	99.0	-1.4
CCc1ccccc1NS(=O)(=O)c1ccc2[nH]cc(C(=O)NC(C)CC)c(=O)c2c1 (stereo unspecified)	100.0	-0.2
Cc1ccc(-n2ncc3c(N(C)C)ncnc32)cc1Cl	107.0	0
Cc1cc(=O)oc2cc(OCC(=O)OCC(=O)Nc3ccc4c(c3)OCCO4)ccc12	107.0	0.9
CCn1c(C)c(C)c2cc(C(=O)N3CCN(c4cccc(C)c4C)CC3)ccc21	118.0	2.6
CC1CN(S(=O)(=O)c2ccc(NC(=O)C(C)Oc3ccc(F)cc3)cc2)CC(C)O1 (stereo unspecified)	100.0	-0.1
O=S(=O)(c1ccc2c(c1)OCCO2)N1CCCC1c1cccs1 (stereo unspecified)	103.0	0
C(=N\c1nc2ccccc2[nH]1)/c1ccc2c(c1)OCO2	98.0	-0.5
Cc1ccc(S(=O)(=O)Nc2cc(Cl)c3oc4c(c3c2)C(=O)CC(C)(C)C4)cc1	101.0	-1.1
O=C(Nc1ccc2nn(-c3ccccc3)nc2c1)c1cc2ccccc2o1	110.0	0.7
CCOc1ccccc1C1C(C(=O)N2CCCCC2)=C(C)Nc2nc3ccccc3n21 (stereo unspecified)	108.0	0.5
COc1cc(OC)c(NC2c3ncccc3C(=O)N2Cc2cccs2)cc1Cl (stereo unspecified)	102.0	0.1
COc1cc(CNc2ccc3[nH]c(=O)[nH]c3c2)cc(Br)c1OCc1ccccc1F	100.0	-1.4
O=C(COC(=O)c1n[nH]c2ccccc12)Nc1ccc(S(=O)(=O)N2CCCC2)cc1	106.0	0.4
CC(=O)ON=C1CC(C)(C)NC(C)(C)C1	98.0	-0.4
Cc1ccc(C(=O)NC2=NC(c3ccc(C)cc3)CC(=O)N2)cc1 (stereo unspecified)	99.0	-2
Cn1ccnc1C(=O)c1cc(Sc2ncccc2C#N)nc2ccccc12	99.0	-0.6
COCCn1c(C)cc(O)c(C(c2ccc(OC)cc2)N2CCN(c3ccccc3)CC2)c1=O (stereo unspecified)	107.0	-0.2
COC(=O)c1c(C)oc2ccc(OC(=O)c3ccc(OC)cc3)cc12	102.0	0.2
CCCc1nc2cc3sc(CCC)nc3cc2s1	100.0	0.1
Nn1c(SCC(=O)c2ccc(Cl)cc2)nc2ccccc2c1=O	102.0	0.1
CC(=O)Nc1ccc2nc(SCCOc3ccc(C)cc3)sc2c1	111.0	1
COc1ccc(CCNC(=O)Cc2c(C)c3c(cc(C)c4c(C)c(C)oc43)oc2=O)cc1OC	108.0	-0.1
CC1CC(C)CN(C(=O)COC(=O)c2ccccc2NS(=O)(=O)c2ccc3c(c2)OCCO3)C1 (stereo unspecified)	99.0	-0.5
CCc1ccc(NC(=O)C(C)OC(=O)c2c(F)cccc2F)cc1 (stereo unspecified)	102.0	0.5
CC(=O)Nc1ccc(NC(=O)CCCc2c[nH]c3ccccc23)cc1	105.0	1.9
CC(=O)N1CCN(c2nc(C)nc3sc(-c4ccccc4)cc23)CC1	105.0	0.3
OCCCCn1cnc2cc(Cl)c(Cl)cc21	106.0	2
CC1CCN(C(=O)COc2ccc3c4c(c(=O)oc3c2)CCCCC4)CC1	101.0	-0.1
COc1cc(C(=O)NCc2nnc(SCC(=O)N3CCc4ccccc43)o2)cc(OC)c1OC	101.0	-0.5
COc1ccc(N2CCN(C(=O)c3cccc(-n4c(C)nc5cccnc54)c3)CC2)cc1	108.0	0.1
COc1ccc(-c2noc(CCC(=O)NCc3ccc(C)cc3)n2)cc1	118.0	1.6
O=C(CCN1CCCCC1)N/N=C/c1cccnc1	101.0	0.4
Cc1ccc(C(=O)NC(=O)OC[C@@H]2CCCN3CCCCC23)cc1 (stereo partly specified)	103.0	0
COc1ccc2c(COC(=O)c3ccccc3NCCO)cc(=O)oc2c1	94.0	-1
COCc1[nH]nc2c1C1(C(=O)Nc3ccccc31)C(C#N)=C(N)O2 (stereo unspecified)	101.0	-0.6
O=C(CCc1ccco1)N1CCCC(c2nc3ccccc3s2)C1 (stereo unspecified)	98.0	-0.9
Cc1csc(N(C(=O)c2ccccc2)c2ccccc2)n1	99.0	-0.3

7 structures out of the list, ordered by length of the SMILES, lowest first:
structure	PV pol inh	PV pol inh FP z-score
OCCCCn1cnc2cc(Cl)c(Cl)cc21	106.0	2
Nn1c(SCC(=O)c2ccc(Cl)cc2)nc2ccccc2c1=O	102.0	0.1
CC(=O)Nc1ccc(NC(=O)CCCc2c[nH]c3ccccc23)cc1	105.0	1.9
COC(=O)c1c(C)oc2ccc(OC(=O)c3ccc(OC)cc3)cc12	102.0	0.2
CC1CCN(C(=O)COc2ccc3c4c(c(=O)oc3c2)CCCCC4)CC1	101.0	-0.1
COc1ccc(N2CCN(C(=O)c3cccc(-n4c(C)nc5cccnc54)c3)CC2)cc1	108.0	0.1
COCCn1c(C)cc(O)c(C(c2ccc(OC)cc2)N2CCN(c3ccccc3)CC2)c1=O (stereo unspecified)	107.0	-0.2

Next section.
structure	PV pol inh	PV pol inh FP z-score
O=C(Nc1cc(Cl)cc(Cl)c1)c1ccc(F)c(S(=O)(=O)N2CCCCCC2)c1	123.0	3.2
CC(NCc1ccccc1)C1CC1 (stereo unspecified)	104.0	0.6
Cc1ccc(NC(=O)COC(=O)C2CCN(C(=O)OC(C)(C)C)CC2)cc1C	102.0	-0.3
O=C(Nc1ccc(S(=O)(=O)N2CCCCC2c2cccnc2)cc1)c1ccc(Br)o1 (stereo unspecified)	100.0	-0.2
COc1cc(C)ccc1OCCSc1nc2ccc(NC(=O)c3ccccc3F)cc2s1	109.0	0.5
Cc1cn(C2CC3OCC3O2)c(=O)[nH]c1=O (stereo unspecified)	103.0	0.4
O=C(NCc1ccncc1)c1cccs1	100.0	-0.3
O=c1oc2ccc3ccccc3c2cc1-c1nc(-c2ccccc2F)no1	104.0	0.9
O=C(c1snc2ccc(Cl)cc12)N1CCc2ccccc2C1	102.0	0.3
CSc1nsc(SC)c1NC(=O)Nc1ccccn1	102.0	0
CCC(=O)c1ccc(OCC(=O)OC(C)C(=O)Nc2ccc3c(c2)OCO3)cc1 (stereo unspecified)	101.0	-0.3
CCN1CCN(C(=O)c2ccc(/C=C3/Sc4ccccc4N(Cc4ccccc4C)C3=O)cc2)CC1	107.0	2.8
N#CC1=C(O)Cn2c1nc1ccc(Br)cc1c2=O	105.0	0.6
O=C1CCC(C(=O)Nc2ccccc2)=NN1	101.0	0
CCOC(=O)Cn1c(=O)n(-c2ccccc2OC)c2nc(-c3ccccc3F)nc(C(N)=O)c21	108.0	0.4
COc1ccc(-c2cc(C(F)(F)F)n3nc(C(=O)Nc4sc5c(c4C(=O)OC(C)C)CCCC5)cc3n2)cc1OC	102.0	-0.8
COc1ccc(OC2C(=O)N(c3cccc(C(F)(F)F)c3)C2c2ccc(OC)c(OC)c2)cc1 (stereo unspecified)	101.0	-0.5

Screening data deposited in PubChem BioAssay by ICCB-Longwood Screening Facility, Harvard Medical School.

Some of the compounds tested, so the mix of outcomes need not match the whole.
